# PTHR1 agonist – agonists of human PTHR1 parathyroid hormone receptor; actives 0.075% (n = 410,000); Q03431; HEK293 GP2 PTHR1 cells, GloSensor cAMP luminescence, 1 h; AID 743266; Potency, µM (series often up to 115 µM), without a hit: at the top dose activation, most hits filed as activators; also: potency is read from the fitted curve at half-maximal effect; nearly all actives have a fitted effect of over 55% in size; some results filed as inactive show a strong effect at the top dose; inactives centre near -15; many of its hits are not listed in these tables
# Target sequence (Q03431 whole entry, looked up): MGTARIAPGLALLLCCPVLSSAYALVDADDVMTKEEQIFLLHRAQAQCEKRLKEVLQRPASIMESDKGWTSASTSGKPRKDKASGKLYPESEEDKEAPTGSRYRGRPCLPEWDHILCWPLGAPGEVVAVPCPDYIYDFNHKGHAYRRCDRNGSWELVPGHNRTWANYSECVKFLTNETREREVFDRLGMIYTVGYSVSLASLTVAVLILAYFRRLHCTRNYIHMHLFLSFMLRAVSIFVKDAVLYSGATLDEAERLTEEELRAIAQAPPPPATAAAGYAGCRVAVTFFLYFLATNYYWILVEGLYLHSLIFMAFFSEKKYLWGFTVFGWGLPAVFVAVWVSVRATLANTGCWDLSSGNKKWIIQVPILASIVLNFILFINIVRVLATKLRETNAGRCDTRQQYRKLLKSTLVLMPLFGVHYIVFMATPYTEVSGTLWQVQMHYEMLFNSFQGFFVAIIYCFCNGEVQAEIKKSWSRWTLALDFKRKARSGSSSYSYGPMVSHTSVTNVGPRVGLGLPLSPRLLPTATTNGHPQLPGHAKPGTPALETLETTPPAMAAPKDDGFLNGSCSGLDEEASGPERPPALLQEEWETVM
#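 HEK-293-derived GP2 cells expressing PTHR1 and a GloSensor cAMP reporter, 3,000/well, plated overnight, given luciferin plus IBMX (each 0.5 mM as added) for 1 h at 37 °C, then compound for 1 h at 37 °C. Luminescence was read after 15 min at room temperature.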
# GLP1R inv ag – acts as inverse agonist at human GLP-1 receptor. HEK293 GLP-1R CRE-luciferase, luminescence, 24 h; GLP-1R form is constitutively active. Potency, µM (top dose mostly 38.3 µM), for the others: at the top dose activity change, negative = inhibition, actives largely listed as inhibitors. AID 624417. P43220. actives 1.6% (n = 410,000); also: potency is read from the fitted curve at half-maximal effect; % is scaled to controls: 0 for no effect and ±100 for the full control effect; nearly all actives have a fitted effect of over 55% in size
# Target sequence (P43220 whole entry, looked up): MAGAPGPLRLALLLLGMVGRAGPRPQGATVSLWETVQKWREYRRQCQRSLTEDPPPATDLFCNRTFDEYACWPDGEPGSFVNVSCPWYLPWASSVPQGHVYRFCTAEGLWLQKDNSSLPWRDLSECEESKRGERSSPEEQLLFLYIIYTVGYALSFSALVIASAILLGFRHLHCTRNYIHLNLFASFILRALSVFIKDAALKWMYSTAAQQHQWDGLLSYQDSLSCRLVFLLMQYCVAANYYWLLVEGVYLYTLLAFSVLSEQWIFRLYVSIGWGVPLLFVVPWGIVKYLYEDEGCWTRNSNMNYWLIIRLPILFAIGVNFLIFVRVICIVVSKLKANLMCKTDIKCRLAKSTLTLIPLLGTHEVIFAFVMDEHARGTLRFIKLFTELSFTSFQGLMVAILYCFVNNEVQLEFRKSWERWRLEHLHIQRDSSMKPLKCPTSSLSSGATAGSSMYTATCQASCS
#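 Assay principle: reduced luminescence from a cAMP-responsive reporter in HEK293 cells co-expressing a constitutively active GLP-1R. Conditions: 24 hr compound incubation, 37 deg C, 5% CO2.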
# pAkt inh – inhibitors of Akt phosphorylation | Neuro2A IGF-stimulated pAkt S473 HTRF, 20 min; hits give low values | activity change, % for hits at 50 µM | actives 0.32% (n = 360,000) | AID 651550; in the data active = activity change below about -80%; inconclusive = mostly about -51% to -80%; also: % is scaled to controls: 0 for no effect and ±100 for the full control effect
#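 Neuro2A cells (4,500/well, DMEM with 0.5% FBS) were treated with compound at a single 50 µM final concentration, stimulated with 6 nM IGF for 20 min at 37 °C, and lysed. Phospho-Akt Ser473 was read by HTRF as 665/615 ratio ×10^4.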
# TDP-43 yeast inh – rescues yeast growth from TDP-43 toxicity; Potency, µM (titrated, usually from 46.1 µM), inactives show top-dose growth rescue (activation), usual class: activators; actives 1.8% (n = 410,000); TDP-43 expressing yeast growth rescue, BacTiter-Glo, 24 h; also: potency is read from the fitted curve at half-maximal effect; % of control where 0% means no effect; nearly all actives have a fitted effect of over 50% in size
#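 Galactose-induced TDP-43 yeast, OD600=0.02, compound pinned; 24 hr, 30 deg C; BacTiter-Glo luminescence for growth. Inhibitors of TDP-43 toxicity read as activators.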
# FUS suppressor – rescues growth of FUS-expressing yeast. S. cerevisiae FUS-expressing, growth rescue, OD600, 24 h. Potency, µM (titrated, usually from 76.6 µM), for inactives: at the top dose growth rescue (activation), usual class: activators. actives 0.24% (n = 390,000). AID 1347120;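 also: potency is read from the fitted curve at half-maximal effect; plate controls were DMSO vehicle for no effect and reference control for full effect; nearly all actives have a fitted effect of over 55% in size; some results filed as inactive show a strong effect at the top dose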
#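 Steps: raffinose overnight preculture; dilution to OD 0.005 in 2% galactose minimal medium; compound addition (concentration series); 24hr at 30C, 99% humidity; absorbance read at 600 nm.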
# GLP1R cytotox – cytotoxicity counter-screen for GLP-1 receptor inverse agonists. HEK293 cAMP-luciferase reporter cells, luminescence, 24 h. actives 0.13% (n = 410,000). Potency, µM (highest dose often 38.3 µM), for inactives: top-dose activity change, negative = inhibition, usual class: inhibitors;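 also: loss of luciferase light is scored as toxicity; potency is read from the fitted curve at half-maximal effect; % is scaled to controls: 0 for no effect and ±100 for the full control effect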
#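 Compound-treated cells are incubated 24 hr at 37 deg C under 5% CO2 after a 12 hour attachment period, then luciferase detection reagent is added and luminescence is measured following 12 min at room temperature; lowered signal indicates toxicity.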
# Mm-Cpn inhibitor – blocks the Methanococcus maripaludis chaperonin Mm-Cpn; AID 504842; Potency, µM (doses to about 76.9 µM), inactives show at the top dose activity, negative = inhibition, most hits filed as inhibitors; actives 0.031% (n = 330,000); purified Mm-Cpn ATPase, ADP Transcreener TR-FRET; also: potency is read from the fitted curve at half-maximal effect; % is scaled to controls: 0 for no effect and ±100 for the full control effect; nearly all actives have a fitted effect of over 80% in size
#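 25 nM Mm-CPN + cpd, 10 min 37°C; + 10 uM ATP, 30 min 37°C; buffer 30 mM Tris pH 7.4, 100 mM KCl, 5 mM MgCl2, 1 mM DTT; Transcreener ADP HTRF detection 30 min RT.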
# aSyn rescue – inhibitors of alpha-synuclein toxicity in yeast | Potency, µM (series often up to 46.1 µM), for the others: at the top dose growth rescue (activation), hits mostly activators | AID 652106 | actives 0.14% (n = 370,000) | Yeast expressing alpha-synuclein, growth rescue, BacTiter-Glo, 24 h; also: potency is read from the fitted curve at half-maximal effect; % of control where 0% means no effect; nearly all actives have a fitted effect of over 65% in size
#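 Readout is rescue of growth in alpha-synuclein-expressing yeast, so inhibitors of toxicity appear as activators. Growth after 24 hr at 30 deg C in galactose medium is quantified by luminescence.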
# Abeta yeast res – compounds reversing amyloid beta toxicity in yeast | yeast expressing A-beta42, growth rescue, OD600, 48 h; response scale: 0% DMSO, 100% iron-clioquinol control | Potency, µM (titrated, usually from 46.1 µM), without a hit: top-dose growth rescue, most hits filed as activators | actives 0.063% (n = 410,000) | AID 1347071; also: potency is read from the fitted curve at half-maximal effect; nearly all actives have a fitted effect of over 55% in size
#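 Yeast A-beta toxicity model in growth medium with pinned compounds, 48 h at 30 C; growth read as absorbance at 600 nm. Normalized to FeCl3/clioquinol equimolar mix (positive) and DMSO (negative).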
# Starred values were filed as active, the others as inactive; i = inactive; ? = inconclusive; nt = not tested or not shown; & = joins results of further samples; [ ] = dose if it differs, or a comment. Unless noted, calls follow the shape of the dose curve; as a rule, active = well fitted curve in the direction sought with a large enough effect; inconclusive = small, poorly fitted or top-dose-only effect, or another doubt; inactive = no such curve, though single readings can be large; an effect the other way counts as inactive or inconclusive. These rows are one share of the data. The share of hits here may be higher or lower than overall.
SMILES,PTHR1 agonist,GLP1R inv ag,pAkt inh,TDP-43 yeast inh,FUS suppressor,GLP1R cytotox,Mm-Cpn inhibitor,aSyn rescue,Abeta yeast res
CCOc1ccc(N(CC(=O)Nc2ccc(OC)cc2OC)S(=O)(=O)c2c(C)[nH]c(=O)[nH]c2=O)cc1,?,4%,i,-14%,20%,3%,2%,-5%,9%
COc1cccc(SCc2noc(C(=O)NC(C)C)c2C(=O)O)c1,-2%,-23%,i,17%,-24%,6%,-6%,-6%,5%
O=S(=O)(Nc1ccc(Cl)cn1)c1ccccc1,i,-6%,i,11%,9%,-5%,1%,5%,14%
Cn1cccc1C(=O)NC(=O)COC(=O)CNS(=O)(=O)c1ccc(Br)cc1,0%[57.5 µM],1%,i,0%,40%,-20%,-1%,0%,8%
Fc1cccc(CSc2ccc3nnc(-c4cccnc4)n3n2)c1,i,31%[activator][7.66 µM],i,16µM*,9%,9%[7.66 µM],-1%,9%,?
COc1cccc(NC(=O)c2cc(-c3ccc(OC)cc3OC)nc3ccccc23)c1,i,?,i,16%,20%,-9%,nt,0%,24%
Cc1nnc(N2CCN(C(=O)Nc3cccc(C(F)(F)F)c3)CC2)c2nn(-c3ccccc3)c(C)c12,i,-7%,nt,23%,34%,-7%,nt,nt,3%
CC(Sc1ccc(Cl)cc1)C(=O)Nc1ccccc1-c1ccccc1 (stereo not drawn),i,?,i,3%,-4%,95%[activator],3%,0%,15%
Cc1ccc2nsnc2c1S(=O)(=O)NC1CC1,i,11%,i,-5%,-31%,-4%,-1%,-1%,13%
CCCCOc1ccc(C2=CSC3=NCCN23)cc1[N+](=O)[O-],i,?,i,6%,29%,?,0%,0%,-8%
COc1ccc2nc(NC(=O)C34CC5CC(CC(NC(C)=O)(C5)C3)C4)sc2c1,-89%[inhibitor],-42%,i,-15%,25%,-5%,0%,2%,-1%
CCOC(=O)C1=C(Nc2ccc(OC)cc2)OCC1=O,-23%,12%,i,?,7%,-3%,-3%,0%,27%
O=C(NNC1CC(=O)N(c2ccc3c(c2)OCCO3)C1=O)c1ccc(Cl)cc1 (stereo not drawn),i,38%[activator],i,-9%[0.397 µM],4%,-15%,-2%,6%,-17%
Nc1nnc2cc(Cl)ccc2n1,i,60%[activator],i,-14%,7%,-4%,nt,-3%,-13%
COc1ccc(NC(=O)COC(=O)CO/N=C(\C)c2ccc3c(c2)OCO3)cc1S(N)(=O)=O,-36%[inhibitor],2%,i,14%,nt,5%,?,0%,3%
O=C1CC2(CCN(S(=O)(=O)c3ccccc3F)CC2)Oc2ccccc21,-32%[inhibitor],-21%,i,?,16%,-18%,0%,-1%,4%
COC(=O)c1ccc(NC(=O)C(=O)N2CCN(C(=S)NCCc3ccccc3)CC2)cc1,-19%,?,i,?,-20%,7%,0%,6%,24%
O=C(Nc1cccc(Cl)c1)c1ccc2ncsc2c1,-23%,?,i,-18%,-8%,2%,0%,-14%,-25%
CCc1ccc(NC(=O)c2cnc3scc(C)n3c2=O)cc1,-34%[inhibitor],13%,i,?,-1%,2%,-1%,-11%,-13%
CC(=O)Nc1ccc(S(=O)(=O)Nc2ccccc2C(=O)N2CCOCC2)cc1,-2%,4%,i,1%,4%,5%,2%,-9%,-11%
COc1ccccc1-c1cc(C2CC2)nc(N)c1C#N,-6%,45%[activator],i,26%,3%,1%,-2%,-1%,8%
Cn1nc(-c2ccc(Cl)cc2)c2cc(C(=O)N3CCN(c4ccccn4)CC3)sc21,-47%[inhibitor],3%,i,4%,-21%,9%,2%,-10%,-3%
Cc1cccc(OCCC(=O)Nc2ccc(C)c(S(=O)(=O)N3CCCCC3)c2)c1,-25%,?,i,10%,33%,-17%,4%,-12%,15%
CCN1CCN(c2ccc(S(=O)(=O)N3CCCCC3)cc2NC(=O)COc2ccc(Cl)cc2)CC1,i,?,i,10%,-4%,-13%,0%,6%,18%
O=C(Nc1ccc(S(=O)(=O)Nc2nccs2)cc1)C1CCCCC1,-30%[inhibitor][57.5 µM],-20%,i,-8%,3%,-9%,1%,7%,13%
O=C(NNC(=O)c1ccccn1)c1cccc([N+](=O)[O-])c1,i,5%,i,8%,0%,-2%,-1%,24%,-8%
Cc1cccc(C)c1NC(=O)COC(=O)c1ccc(N2CCCC2)c([N+](=O)[O-])c1,-24%,15%,i,17%,nt,-26%,2%,-4%,24%
Nc1ccc2nc(-c3ccc(N)c(Cl)c3)[nH]c2c1,-11%[57.5 µM],26%,i,?,5%,-6%,-21%,-10%,-59%[inhibitor]
COc1cc(/C=C(\C#N)c2nc3ccccc3[nH]2)c([N+](=O)[O-])cc1OCc1ccccc1,-7%[57.5 µM],?,i,-4%,?,-18%,-8%,-11%,-5%
COc1ccc(C(=O)NC(NC(=O)c2ccc(OC)cc2)c2ccccc2F)cc1,i,-9%,i,-11%,3%,-3%,0%,-4%,-7%
CC1=CC(C)C2(COC(c3ccc[n+](C)c3)OC2)C(C)C1 (stereo not drawn),i,?,i,-5%,-36%,-14%,0%,-1%,-3%
O=C(COc1ccccc1)N1CCN(c2ccc([N+](=O)[O-])c(N3CCCCC3)c2)CC1,-3%,-1%,i,?,13%,?,1%,1%,1%
O=S(=O)(Nc1ccc(Br)cc1)c1cccc(NS(=O)(=O)c2cccs2)c1,-12%,?,i,6%,36%,-8%,nt,-12%,3%
Cc1ccc(C(=O)COc2cccc(NC(=O)c3ccco3)c2)cc1,-20%,?,i,14%,3%,-12%,0%,2%,31%
CC1=NN(C(=O)CCCc2ccccc2)C(O)(C(F)(F)F)C1 (stereo not drawn),i,1%[0.307 µM],i,14%,-6%,-7%[0.307 µM],7%,-3%,13%
CCOC(=O)N1CCN(C(=O)c2ccc(NC(=O)CC)cc2)CC1,-24%,0%,nt,-2%,-13%,10%,1%,nt,-12%
COc1cccc(-c2nnn(CCc3nn[nH]n3)n2)c1,i,2%,i,11%,-3%,-2%,1%,0%,16%
O=C(O)CC(NC(=O)C12CC3CC(CC(C3)C1)C2)c1ccc2c(c1)OCO2 (stereo not drawn),i,10%,i,0%,17%,-1%,1%,-1%,-2%
CCOC(=O)c1sc2nc(C)cc(-c3ccccc3)c2c1N,-11%,0%,i,13%,-16%,31%[activator],1%,0%,-7%
O=C(Nc1cccc(NC(=O)c2cccs2)c1)c1ccc2c(c1)OCO2,-20%,?,i,-10%,25%,?,-1%,5%,-3%
CCOC(=O)c1csc(Nc2nc3ccc(F)cc3s2)n1,-40%[inhibitor],?,i,?,6%,?,-2%,1%,11%
Cc1[nH]c2ccccc2c1C(=O)CN1CCSCC1,-1%[57.5 µM],-8%,i,-21%,-8%,2%,-2%,-4%,6%
COc1ccc(S(=O)(=O)N2CCOCC2)cc1NC(=O)c1ccc2c(c1)OCO2,23%,11%,i,-3%,-5%,2%,-5%,-3%,-13%
C1CCCC(NC2=NCCO2)CCC1,i,6%,i,-3%,-37%,-7%,-3%,2%,2%
Cc1cc(C(=O)N/N=C/c2cccn2C)no1,i,24%,i,-7%,3%,5%,0%,-1%,-2%
CCc1nc(N2CCCC(C)C2)c2oc3ccccc3c2n1 (stereo not drawn),i,?,nt,-11%,22%,-17%,0%,-13%,-41%[inhibitor]
CON/C=C(\C=Nc1ccc(Cl)cc1)c1ncc(C(F)(F)F)cc1Cl,-18%,0%,i,13%,-6%,9%,0%,7%,0%
COc1cc(C2C(C(=O)Nc3ccccc3)=C(C)Nc3nc(SCc4ccccc4F)nn32)cc(OC)c1OC (stereo not drawn),i,3%,nt,-1%,-3%,7%,nt,nt,-20%

# Results in pAkt inh and GLP1R inv ag (2 entries from above):
structure | pAkt inh | GLP1R inv ag
CCOC(=O)c1csc(Nc2nc3ccc(F)cc3s2)n1 | i | ?
Cc1[nH]c2ccccc2c1C(=O)CN1CCSCC1 | i | -8%

# (cont.)
SMILES,PTHR1 agonist,GLP1R inv ag,pAkt inh,TDP-43 yeast inh,FUS suppressor,GLP1R cytotox,Mm-Cpn inhibitor,aSyn rescue,Abeta yeast res
CC(NCc1cccc(S(=O)(=O)N(C)C)c1)c1ccc(F)cc1 (stereo not drawn),-7%,-6%,i,-16%,-21%,3%,3%,1%,13%
S=C(NCc1ccco1)N/N=C/c1ccncc1,i,1%,i,-13%,13%,-18%,-1%,-2%,-9%
Cc1ccc(CCC(=O)Nc2ccccc2C(=O)O)o1,-1%,-1%,nt,-3%,-14%,8%,1%,-11%,-29%
C=CCN=C1SCC(=O)N1S(=O)(=O)c1ccc(C)cc1,i,-3%,i,11%,-3%,-13%,1%,3%,-5%
O=C(NCc1ccccc1Cl)c1ccc(-c2ccccc2)cc1,i,-12%,i,17%,-1%,2%,0%,15%,?
Cc1ccc(C)c(NC(=O)Cn2cnc3c(oc4ccccc43)c2=O)c1,-33%[inhibitor],6%&1%,i,-20%,15%&-15%,7%&-7%,1%,-3%,-17%&-3%
C=Cn1cc[n+](CC(=O)C(C)(C)C)c1,-2%,4%,i,8%,-5%,-24%,1%,2%,-5%
O=C(NC1CCCCCC1)c1ccc(N2CCCC2=O)cc1,-20%,9%,i,9%,10%,-17%,0%,-18%,-11%
CCc1ccc(Nc2ncc3c(n2)CC(c2ccc(OC)cc2)CC3=O)cc1 (stereo not drawn),-1%[57.5 µM],52%[activator],i,0%,25%,4%,0%,4%,-10%

# Screens as filed in PubChem BioAssay.
